High-throughput results (PubChem)
OX1R antag-1 – antagonists of human orexin 1 receptor; O43613; AID 434989; CHO/OX1R cells, Fluo-8 calcium fluorescence, orexin A; 330,000 tested, 0.43% active; inhibition, % at 5 µM;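 active = inhibition above its plate's threshold, mean inhibition of all tested compounds on the plate plus 3 SD, cut at about 37% in these data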;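 note: 0% = orexin A challenge wells and 100% = SB-334867-A antagonist wells; not every result past the cut was called active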
Target sequence (O43613 whole entry, looked up): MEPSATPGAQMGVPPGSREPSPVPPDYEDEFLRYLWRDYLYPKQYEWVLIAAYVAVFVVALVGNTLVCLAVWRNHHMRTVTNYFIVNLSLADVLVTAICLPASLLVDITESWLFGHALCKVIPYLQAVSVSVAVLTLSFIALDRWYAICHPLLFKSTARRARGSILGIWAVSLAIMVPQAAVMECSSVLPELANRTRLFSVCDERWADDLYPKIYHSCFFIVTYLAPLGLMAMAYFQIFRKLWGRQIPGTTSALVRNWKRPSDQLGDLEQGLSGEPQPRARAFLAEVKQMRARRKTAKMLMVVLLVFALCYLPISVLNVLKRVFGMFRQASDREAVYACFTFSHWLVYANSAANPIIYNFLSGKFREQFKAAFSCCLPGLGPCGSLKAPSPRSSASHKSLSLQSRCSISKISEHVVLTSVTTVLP
CHT PAM – human CHT allosteric activation. Q9GZV3. CHT-expressing cells, membrane potential dye, choline EC20; stronger effect = higher value; LV-AA mutant CHT in HEK293 cells. B-score at 10 µM. 310,000 tested, 0.49% active;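 active = initial fluorescence not abnormally high and integrated response B-score, plate-corrected, over 3 SD above library mean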
Target sequence (Q9GZV3 whole entry, looked up): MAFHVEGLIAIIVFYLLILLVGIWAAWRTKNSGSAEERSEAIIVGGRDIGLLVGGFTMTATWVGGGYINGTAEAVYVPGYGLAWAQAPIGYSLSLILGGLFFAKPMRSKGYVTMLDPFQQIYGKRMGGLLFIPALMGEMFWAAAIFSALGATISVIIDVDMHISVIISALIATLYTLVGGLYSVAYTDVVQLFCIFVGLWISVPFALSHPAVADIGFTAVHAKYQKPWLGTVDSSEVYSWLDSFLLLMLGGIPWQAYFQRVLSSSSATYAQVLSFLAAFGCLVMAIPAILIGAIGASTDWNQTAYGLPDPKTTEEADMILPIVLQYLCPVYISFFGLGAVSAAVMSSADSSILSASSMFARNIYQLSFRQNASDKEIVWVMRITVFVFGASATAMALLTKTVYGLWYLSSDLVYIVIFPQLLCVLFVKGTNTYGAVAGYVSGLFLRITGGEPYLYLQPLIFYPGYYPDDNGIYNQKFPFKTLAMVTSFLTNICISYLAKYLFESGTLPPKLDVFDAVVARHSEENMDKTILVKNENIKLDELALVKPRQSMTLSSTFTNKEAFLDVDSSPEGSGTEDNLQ
OX1R antag-2 – antagonists of human orexin 1 receptor (OX1R). O43613. OX1R-expressing cells, FRET antagonist read-out. inhibition, % at 6.6 µM. 330,000 tested, 1.8% active. AID 485270; in the data active = inhibition mostly above about 38%, no sharp cut-off; inactive = mostly below about 40%;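 note: 0% = agonist challenge alone and 100% = reference antagonist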
Numbers without * were called inactive; i = inactive; x = not tested or not shown. Not a hit list. About 2.5% of those tested had a hit in this group.

Values run as follows: OX1R antag-1, CHT PAM, OX1R antag-2
COc1ccccc1OCC(=O)Nc1ccc2c(c1)OCCO2
    -4, i, 3
CN(CC(=O)Nc1ccccc1Br)C(=O)c1sccc1-c1ccccc1
    10, x, 12
COc1ccc(N(C(=O)Cn2nnc(-c3ccccc3F)n2)C(C(=O)NCC2CCCO2)c2ccc(Cl)cc2)cc1 (stereo unspecified)
    -18, i, 2
Cc1ccccc1CN1CCSc2sccc2C1=O
    -24, i, 37
Cc1nc(-c2ccccc2)sc1-c1n[nH]c(=S)n1C
    0, i, 9
CC1CCCN(C(=O)c2cc(-c3cccs3)nc3ccccc23)C1 (stereo unspecified)
    -35, x, 17
CCCOc1ccc(C(=O)NNC(=S)NC(=O)c2ccccc2)cc1
    78*, i, 0
N#Cc1ccc(N2CCOCC2)c([N+](=O)[O-])c1
    -9, i, 34
CC1=NNC(=O)C1CCC(=O)N/N=C(\C)c1ccccc1 (stereo unspecified)
    7, i, 5
CCCN1CCC(NC(=O)C2CCN(C(C)=O)CC2)CC1
    -4, i, 2
Brc1ccc(-c2nnc(-c3cccnc3)c3conc23)cc1
    -20, i, 0
CCOC(=O)c1cc2c(=O)c3cc(C)ccc3oc2nc1C
    -11, i, 7
COc1ccc(C(=O)c2coc3ccc(O)c(CN4CCCC4)c23)cc1
    -32, i, 12
Nc1nc(NCc2cccs2)nn1-c1ccccc1
    -21, i, 9
N#CC1=C(SCC(=O)Nc2ccccc2)NC(=O)CC1c1ccc(O)cc1 (stereo unspecified)
    -5, i, 3

Laid out differently: results already given.
COc1ccccc1OCC(=O)Nc1ccc2c(c1)OCCO2
  OX1R antag-1 = -4
  CHT PAM = i
  OX1R antag-2 = 3

CN(CC(=O)Nc1ccccc1Br)C(=O)c1sccc1-c1ccccc1
  OX1R antag-1 = 10
  CHT PAM = x
  OX1R antag-2 = 12

COc1ccc(N(C(=O)Cn2nnc(-c3ccccc3F)n2)C(C(=O)NCC2CCCO2)c2ccc(Cl)cc2)cc1 (stereo unspecified)
  OX1R antag-1 = -18
  CHT PAM = i
  OX1R antag-2 = 2

Cc1ccccc1CN1CCSc2sccc2C1=O
  OX1R antag-1 = -24
  CHT PAM = i
  OX1R antag-2 = 37

The main list resumes with the 5 entries that preceded the break.
Values run as follows: OX1R antag-1, CHT PAM, OX1R antag-2
Brc1ccc(-c2nnc(-c3cccnc3)c3conc23)cc1
    -20, i, 0
CCOC(=O)c1cc2c(=O)c3cc(C)ccc3oc2nc1C
    -11, i, 7
COc1ccc(C(=O)c2coc3ccc(O)c(CN4CCCC4)c23)cc1
    -32, i, 12
Nc1nc(NCc2cccs2)nn1-c1ccccc1
    -21, i, 9
N#CC1=C(SCC(=O)Nc2ccccc2)NC(=O)CC1c1ccc(O)cc1 (stereo unspecified)
    -5, i, 3
CCCCc1nnc(NC(=O)C2CC(=O)N(c3ccc4c(c3)OCCO4)C2)s1 (stereo unspecified)
    -10, i, 7
CC(=O)Nc1ccc(OCC(=O)NCCc2ccc(Cl)cc2)cc1
    -14, i, 5
Cc1nc(N2CCC(C)CC2)c2c(C)c(C(=O)Nc3ccc(C(F)(F)F)cc3)sc2n1
    -20, i, 10
CCOC(=O)c1c(C)[nH]c(C(=O)CSc2nc3ccccc3o2)c1C
    -11, i, 48
COc1ccc(NC(=O)CNC(=O)Cn2c(C)cc3ccccc3c2=O)c(OC)c1
    3, i, 6
O=C(NCc1cccnc1)c1ccc(COc2ccc3c(c2)CCC3)o1
    -24, i, 35
O=C(Nc1nc(-c2ccc(F)c(F)c2)cs1)C1=COCCO1
    20, x, 8
CC1(C)Cc2c(sc3c2C2=NCCN2C=N3)CS1
    -12, 9.5*, 6
Cc1ccc(S(=O)(=O)NC(Cc2ccccc2)C(=O)NN)cc1 (stereo unspecified)
    -32, i, 3
CCOC(=O)C1=C(CS(=O)(=O)c2ccc(C)c(C)c2)NC(=O)NC1c1ccc(O)cc1 (stereo unspecified)
    1, i, 10
COC(=O)Cn1cnc2c(oc3ccccc32)c1=O
    0, i, 8
O=C(CN1CCN(S(=O)(=O)c2ccc(Cl)cc2)CC1)NCC1(N2CCOCC2)CCCCC1
    -49, x, 6
CCN(CC)c1ccc(NC(=O)CSc2nnc3nc(C)cc(C)n23)cc1
    -26, i, 31
O=C(CNC(=O)c1ccco1)N/N=C/c1ccc(O)cc1O
    -2, i, 11
O=C(O)c1cccc(OS(=O)(=O)c2cc(Br)ccc2Br)c1
    -19, x, -6
COc1ccc(C(CC(=O)Nc2ccccc2OC)n2cccc2)cc1 (stereo unspecified)
    -16, i, 26
COc1ccc2c(Cl)c(C(=O)N/N=C/c3c(C)[nH]c4ccccc34)sc2c1
    41*, i, 65*
O=C(NCCc1cccs1)c1ccc(CS(=O)Cc2ccc(Cl)cc2)o1 (stereo unspecified)
    -23, i, 10
COc1ccc(-c2n[nH]c(=S)n2/N=C/C=C/c2ccccc2OC)cc1
    -18, i, 9
CC1(C)C2CCC1(CS(=O)(=O)Nc1cccc(S(N)(=O)=O)c1)C(=O)C2 (stereo unspecified)
    -1, i, 13
Cc1ccc(S(=O)(=O)Nc2cc(-c3ccccc3)nn2C)cc1Cl
    -21, i, 7
COc1ccc(-c2nc(CSCC(=O)NC3CCCc4ccccc43)c(C)o2)cc1 (stereo unspecified)
    -8, i, 37
CC1CCCN(CCOCCSc2ccccc2)C1 (stereo unspecified)
    -12, i, 19
CCCCCn1c(Sc2ccccc2)nc2c1c(=O)[nH]c(=O)n2C
    -88, i, 13
Cc1ccc(-n2c(=S)[nH]c3c(oc4ccccc43)c2=O)cc1
    -13, i, 8
Cc1ccc(CNCC(O)(c2ccc(F)cc2)c2ccc(F)cc2)cc1
    -46, i, 14
C/C(=N\NC(=O)C(N)=O)c1ccc(Br)cc1
    1, i, 12
Cc1[nH]c2ccccc2c1SCCNC(=O)c1ccc(S(=O)(=O)N2CCCC2)cc1
    -20, i, 12
CCCC(=O)Nc1ccc(C(=O)Nc2ccc([N+](=O)[O-])cc2OC)cc1
    -17, i, 26
NS(=O)(=O)c1ccc(N=NN2CCCCC2)cc1
    -3, i, 22
Cc1ccc(C(=O)NCCN2C3=NC[C@H](C(C)C)N3C[C@H]2Cc2ccc(O)cc2)cc1Br
    -18, i, 29
CCN1CCN(S(=O)(=O)c2cc(OC)c(Cl)cc2OC)CC1
    -17, i, 6
COc1ccc(C(=O)N/N=C/c2ccc(OC)c(CSc3ccccn3)c2)cc1
    -37, i, 27
O=C(Nc1cccc(F)c1)C1CC(=O)N(c2ccc(Cl)cc2)C1 (stereo unspecified)
    -19, i, 16
COc1ccc(NC(=O)N(C)C[C@H]2Oc3c(NS(=O)(=O)c4cn(C)cn4)cccc3C(=O)N([C@H](C)CO)C[C@@H]2C)cc1
    3, x, 4
N#C/C(=C\c1ccccc1)C(=O)OCC(=O)N1CCCC1
    -15, i, 11
N=c1n(CC(=O)c2ccc([N+](=O)[O-])cc2)c2ccccc2n1Cc1ccc(Cl)cc1
    0, i, 23
O=C(NC1CC1)C1=C[C@@H](c2coc3ccccc3c2=O)C[C@@H](OCCCCO)O1
    -30, i, 4
Cc1ccc(C)c(N2CCN(C(=O)Nc3ccc4c(c3)N(C)C(=O)CS4)CC2)c1
    -13, i, 30
O=C1OC(c2ccccc2)=N/C1=C\C=C\c1ccccc1[N+](=O)[O-]
    1, i, 33
Cc1ccc(C)c(N2CCN(C(=O)Cn3c(=O)[nH]c4ccsc4c3=O)CC2)c1
    -32, i, 2
O=C(O)c1ccccc1C(=O)Nc1ccc(-n2nccc2C(F)(F)F)cc1
    -14, i, 3
CN1CCN(c2nc3c(c(=O)n(C)c(=O)n3C)n2CCSc2nc3ccccc3s2)CC1
    -24, 7.4*, 12
COc1cc(-c2nnc3sc(-c4cccs4)nn23)cc(OC)c1OC
    -20, i, 18
CCn1c(Oc2ccc(F)cc2)nc2c1c(=O)n(C)c(=O)n2C
    -1, i, 26
O=C(Nc1ccccc1F)c1coc(=O)c(Br)c1
    -5, i, 30
O=C(NC(NC(=O)c1ccccc1)c1ccccc1)c1ccccc1
    -1, i, 2
COc1ccc(C(=O)CSc2nnc(CNC(=O)c3ccc(OC)cc3)n2C)cc1
    -16, i, 6
COc1ccc(N2CC(C(=O)Nc3nnc(SCC(=O)NC4CCCC4)s3)CC2=O)cc1 (stereo unspecified)
    -10, i, 14
Cc1nc2c(cc1C#N)C(=O)c1ccccc1-2
    -17, i, 44
COc1ccc(Nc2ncnc3sccc23)cc1OC
    -8, i, -2
COc1cc(/C=N/NC(=O)C(=O)Nc2ccccn2)ccc1O
    -5, i, 25
COc1cccc(CN2CCNC(=O)C2CC(=O)NCCN2CCOCC2)c1OC (stereo unspecified)
    -12, i, 4
CC(=O)c1c(C)[nH]c(C(=O)N2CCc3ccccc3C2)c1C
    -8, i, 8
Cc1cc(NC(=O)c2cccc(S(=O)(=O)N3CCCCCC3)c2)no1
    -14, i, 8
O=C(Nc1ccc2c(c1)oc1ccccc12)c1ccc2c(c1)OCO2
    0, i, 18
Cc1c(Cl)c(C(=O)N2CCCc3ccccc32)nn1C
    -14, i, 10
CCSc1ccccc1C(=O)NCc1ccco1
    -5, i, 7
CN(CC(=O)Nc1ccc(N2CCOCC2)cc1)C(=O)CCc1cc(C(C)(C)C)c(O)c(C(C)(C)C)c1
    -23, i, -1
COc1cc(/C=N/NC(=O)C(=O)NCC2CCCO2)ccc1OCC(=O)N1CCOCC1 (stereo unspecified)
    -18, i, 6

(next part)
Values run as follows: OX1R antag-1, CHT PAM, OX1R antag-2
COc1ccc(N(CC(=O)NCc2ccc3c(c2)OCO3)C(=O)c2csnn2)cc1
    -18, i, 7
CCOC(=O)c1oc2ccccc2c1COC(=O)CNC(=O)c1cccc(C)c1
    -22, i, 7
CCOc1cc(N2CCOCC2)c(OCC)cc1NC(=O)CSc1nnc(N)s1
    -22, x, 9
C=CCSc1nnc(NC(=O)C23CC4CC(CC(NC(C)=O)(C4)C2)C3)s1
    -20, i, 19
CC(=O)NC1(NC(C)=O)CCN(C)C(c2ccccc2)C1C (stereo unspecified)
    -7, i, 0
O=C(NCc1ccccc1)C(Cc1ccccc1)NS(=O)(=O)c1cccc2nsnc12 (stereo unspecified)
    -10, i, 24
COc1cc(/C=N/NS(=O)(=O)c2ccccc2)ccc1OS(=O)(=O)c1ccc(C)cc1
    0, i, 22
COc1ccc(C2CC(c3ccc([N+](=O)[O-])cc3)=NN2C(C)=O)cc1 (stereo unspecified)
    -12, i, 35
CCCn1cnnc1CNC(=O)C1CCC(=O)N(CCc2cccc(F)c2)C1 (stereo unspecified)
    -6, i, 16
COC1=CCC2([N+](=O)[O-])CN(CC(=O)O)CC1([N+](=O)[O-])C2 (stereo unspecified)
    -7, i, 6
CCOC(=O)c1ccc(S(=O)(=O)NNS(=O)(=O)c2ccc(C)cc2)cc1
    -10, i, -3
Cc1ccc2c(c1)COc1c3ccc(C(=O)N[C@@H](C)CO)cc3nn1-2
    -17, i, 32
CC(C)Cc1cc(C(=O)Nc2cc(Br)ccc2O)no1
    4, i, 27
O=C(CCl)Nc1cccc(S(=O)(=O)NC2=NCCCCC2)c1
    -4, x, 0
N#CC(c1ccc(Cl)nn1)c1ccc(Cl)cc1Cl (stereo unspecified)
    -11, i, 24
COc1ccc(N/C=C/C(=O)c2ccc3c(c2)OCO3)cc1OC
    -29, i, 46
COCCNc1nc2c(c(=O)n(Cc3cccc(Cl)c3)c(=O)n2C)n1C
    -13, i, -5
Cc1cc(OC(C)C(=O)N2CCN(c3ccc(F)cc3)CC2)c2c(C)c(C)c(=O)oc2c1 (stereo unspecified)
    -20, i, 6
CCOc1ccccc1NC(=O)NCc1cccnc1
    -40, i, 5
CCc1ccc(-n2c(SCC(=O)N3CCC(C(=O)O)CC3)nnc2-c2ccncc2)cc1
    -10, i, 7
Cc1ccc(C(=O)Nc2ncccc2O)cc1S(=O)(=O)N1CCCCC1
    -18, i, 16
CC(=O)NC(=O)COC(=O)/C=C/c1c(C)nn(Cc2c(Cl)cccc2Cl)c1Cl
    -19, i, -5
CCn1c(CN2CCN(CCO)CC2)nc2ccccc21
    -4, i, -1
CCOC(=O)C1(CCOc2ccccc2)CCN(Cc2ccc(OC)cc2)CC1
    -31, i, 4
CCOc1ccccc1C(=O)N[C@H](C(=O)NNC(=O)c1cccs1)C(C)C
    -10, x, 3
Cc1nonc1CC(=O)N1CCCC(C(=O)c2ccc(Cl)cc2)C1 (stereo unspecified)
    -23, i, 26
FC(F)Oc1ccc(NC(=S)Nn2cnnc2)cc1
    -12, i, 24
COc1ccc(CNC(=O)[C@@H]2CC=C[C@@H]3CCN(Cc4ccccc4)C(=O)[C@@H]32)cc1
    -5, i, 46
CC1CCCC(C)N1C(=O)CSc1nc2ccccc2s1 (stereo unspecified)
    -25, i, 24
COC(/C=C/Nc1ccc(Br)cc1)=C(C#N)C#N
    3, i, 9
Cc1cccn2cc(CCNS(=O)(=O)c3cccc([N+](=O)[O-])c3)nc12
    3, i, 37
Cc1ccccc1-n1c(C)nnc1SCC(=O)NNC(=O)c1ccccc1
    -23, i, -6
